FBW7 act = activators of human E3 ligase FBW7 | Q969H0 | AlphaScreen FBW7–phospho-cyclin E peptide binding, activator screen | normalized activity (activation), % at 26.1 µM | hit rate 0.13% among 650,000; in the data active = normalized activity above about 1.9%;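 also: purified mutant Fbw7 with reduced substrate affinity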
Target sequence (Q969H0 whole entry, looked up): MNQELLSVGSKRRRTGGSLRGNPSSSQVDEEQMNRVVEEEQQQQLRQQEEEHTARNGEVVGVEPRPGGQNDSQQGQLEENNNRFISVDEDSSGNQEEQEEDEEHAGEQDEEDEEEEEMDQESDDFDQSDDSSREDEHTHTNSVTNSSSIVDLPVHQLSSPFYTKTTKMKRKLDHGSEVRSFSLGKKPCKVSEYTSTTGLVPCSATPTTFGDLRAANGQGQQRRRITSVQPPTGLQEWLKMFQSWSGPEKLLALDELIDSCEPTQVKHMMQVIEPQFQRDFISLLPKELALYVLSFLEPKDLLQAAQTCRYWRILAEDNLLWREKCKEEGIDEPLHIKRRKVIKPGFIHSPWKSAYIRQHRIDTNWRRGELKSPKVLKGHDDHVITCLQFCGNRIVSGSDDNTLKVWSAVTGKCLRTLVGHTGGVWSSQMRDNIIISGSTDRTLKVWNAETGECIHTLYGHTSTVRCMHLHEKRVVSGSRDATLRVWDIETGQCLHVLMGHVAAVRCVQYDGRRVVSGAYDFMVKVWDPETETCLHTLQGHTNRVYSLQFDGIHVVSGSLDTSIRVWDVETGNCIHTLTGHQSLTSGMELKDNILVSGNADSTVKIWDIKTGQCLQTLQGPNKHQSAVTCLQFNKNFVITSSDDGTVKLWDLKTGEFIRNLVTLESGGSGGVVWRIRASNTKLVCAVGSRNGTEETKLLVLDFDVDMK
TEAD-YAP block = TEAD-YAP interaction inhibition | hit rate 1.4% among 640,000 | inhibition, % at 9.12 µM | HEK-TIYL cells, TEAD-Gal4/YAP UAS-luciferase luminescence; in the data active = inhibition above about 32%;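 also: 0% = median of test compound wells and 100% = reference inhibitor wells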
GPR151 ag = human GPR151 activation; activation, % at 11.2 µM; hit rate 1% among 650,000; PathHunter beta-arrestin GPR151 cells, luminescence; AID 1508602; in the data active = activation above about 4.9%;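 also: 0% = median of compound wells and 100% = cells with positive control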
Target sequence (Q8TDV0 whole entry, looked up): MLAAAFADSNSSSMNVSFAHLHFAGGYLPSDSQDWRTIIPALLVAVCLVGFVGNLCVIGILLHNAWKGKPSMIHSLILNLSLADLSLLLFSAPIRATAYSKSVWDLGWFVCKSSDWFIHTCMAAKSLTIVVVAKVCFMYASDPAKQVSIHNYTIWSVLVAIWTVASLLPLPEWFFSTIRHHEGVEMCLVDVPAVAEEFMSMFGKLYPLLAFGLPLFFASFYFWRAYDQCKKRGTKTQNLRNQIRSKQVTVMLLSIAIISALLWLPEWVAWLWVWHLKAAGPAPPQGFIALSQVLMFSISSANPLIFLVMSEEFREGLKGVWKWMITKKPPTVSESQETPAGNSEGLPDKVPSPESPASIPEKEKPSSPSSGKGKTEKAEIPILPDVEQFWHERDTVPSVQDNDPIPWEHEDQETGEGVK
MITF inh = inhibitors of human MITF. O75030. AlphaScreen MITF homodimerization, bead proximity signal. inhibition, % at 2.6 µM. hit rate 0.91% among 650,000. AID 1259374; in the data active = inhibition above about 50%;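 also: 0% = vehicle wells with protein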
* marks the source's active call; other numbers are inactive results; · = not tested or not shown; & = joins results of further samples.

Every second line gives: FBW7 act, TEAD-YAP block, GPR151 ag, MITF inh
Cc1cc2nnc(SCc3ccc(Cl)c(Cl)c3)n2c2ccccc12
  0.1, 6, -1.0, 9
Nc1nonc1C(=O)NCCNC(=O)c1cc(F)c(F)cc1Cl
  0.0, -6, 0.5, 3
O=[N+]([O-])c1cccc2ccc(Nc3ccccn3)nc12
  0.2, -9, 0.9, 18
CCCCN1C(=O)c2ccc(C(=O)Nc3nccs3)cc2C1=O
  0.1, -1, 0.5, 20
COC(=O)c1ccccc1NC(=O)c1c(-c2c(Cl)cccc2Cl)noc1C
  0.7, 14, -1.6, 9
CCCCOc1ccc(-c2nc(C=Nc3cnc4cc(OC)ccc4c3)c(O)o2)cc1
  -0.2, -5, 0.5, -4
COC(=O)c1ccc(-n2nnnc2SCC(=O)Nc2ccccc2C(=O)OC)cc1
  -0.2, 7, -1.4, -7
CCC(c1nnnn1Cc1cccs1)N1CCC(C(N)=O)CC1 (stereo not given)
  0.0, -1, -1.3, 3
O=C(CN(c1ccccc1)S(=O)(=O)c1ccccc1)NCCSc1nc2ccccc2s1
  -0.1, 8, 1.1, 4
Cc1ccc(NC(=O)c2c(C)c(-c3ccc(Cl)cc3Cl)nc3ccccc23)cc1
  -0.1, 3, 1.8, 15
CN1CCC(N2C[C@@H]3C[C@@H](c4cccc5ccccc45)N4CCC[C@@]34C2=O)CC1
  -0.1, -5, 3.3, -12
O=C(Cn1nc(-c2ccccc2F)ccc1=O)NCCc1ccccc1
  1.2, 5, -1.0, 8
CC(C)(C)NC(=O)C1CCCCC1c1nc2ccccc2c(=O)[nH]1 (stereo not given)
  0.0, 9, 2.1, -7
COc1cccc(C2=N/C(=C\c3ccccc3)C(=O)O2)c1
  0.1, 0, 1.1, -2
COC(=O)C1=C(CSCc2ccccc2)NC(=O)NC1c1cc(C)ccc1C (stereo not given)
  0.8, 9, 0.4, -4
COc1ccc(/C=C2\C(=O)NC(=O)N(Cc3ccccc3)C2=O)cc1Br
  -0.6, -3, 0.5, 17
COC(=O)c1c(NC(=O)c2ccc(OC(C)C)cc2)sc(C)c1C
  0.1, 10, -0.6, 8
COC(=O)Cn1c(-c2ccccc2Cl)nc2sc3c(c2c1=O)CCCC3
  -0.1, -10, 0.1, -11
OC[C@H]1O[C@H](C#Cc2ccccc2)C=C[C@@H]1O
  0.6, ·, -1.9, 7
COc1ccc(C(=O)NC2CC2)cc1OC1CCN(Cc2cccc3cccnc23)CC1
  -0.1, 6, 1.7, 0
O=c1cc(CSc2nncn3c2cc2sccc23)nc2ccccn12
  -0.1, -10, 0.1, 13
Cc1ccc(CNC(=O)CCS(=O)(=O)c2ccc3c(c2)n(C)c(=O)c(=O)n3C)o1
  -0.1, 5, -0.8, 2
CNc1nnc(CSc2nc(C)cc(C)n2)s1
  0.2, -9, -1.4, 14
O=C(Nc1ccc2[nH]ncc2c1)[C@@H]1CCCN1C(=O)c1cc2cc(Cl)ccc2[nH]1
  0.1, 3, 2.2, 6
CC(C)CCn1c(N2CCOCC2)nc2c1c(=O)[nH]c(=O)n2C
  0.0, -9, -0.7, 22
O=C(Nc1ccc(Br)cc1)c1cc(-c2ccccc2O)on1
  -0.1, -3, -0.2, -6
O=c1c(Nc2cccc(Cl)c2)c(-c2ccccc2)c1=O
  0.0, 1, -1.4, 9
C=CCn1c(SCC(=O)OCC)nc2c1c(=O)n(C)c(=O)n2C
  0.0, -3, -0.8, 1
COc1ccc(C2/C(=C(/O)c3ccc(S(=O)(=O)N(C)C)cc3)C(=O)C(=O)N2CCCN2CCOCC2)cc1 (stereo not given)
  -0.1, -14, 0.8, -13
O=C(Nc1ccc(Cl)cc1O)C1CCC(N2C(=O)C3C4CCC(C4)C3C2=O)CC1 (stereo not given)
  -0.2, 9, 1.3, -2

Continuation.
Every second line gives: FBW7 act, TEAD-YAP block, GPR151 ag, MITF inh
Cc1cc(-c2cnc(N3CCCC(C)C3)nc2C2CCN(C(=O)C3CCCO3)CC2)on1 (stereo not given)
  -0.2, -31, 0.4, -5
COc1ccc(C(=O)C[n+]2cc(-c3ccccc3)n3c2CCC3)cc1
  -0.1, 3, -0.1, -5
COc1cc(C2SC(C)C(=O)N2CCc2ccccc2)cc(OC)c1OC (stereo not given)
  0.0, -16, 3.9, 15
N#CC1=C(N)OC2=C(C(=O)CC(c3ccccc3)C2)C1c1ccncc1 (stereo not given)
  0.0, -7, -0.7, 16
N[C@@H]1CC[C@@H](C(=O)Nc2cccc3cnccc23)C1
  0.2, 4, 0.7, 7
CC(C)CCOc1ccc(-c2nn(-c3ccccc3)cc2/C=c2\sc3nc(-c4cccs4)nn3c2=O)cc1
  -0.2, -3, 7.0*, 28
CN1CCN(c2c([N+](=O)[O-])c(=O)oc3ccccc23)CC1
  0.2, 5, -1.1, 4
CCOC(=O)CSc1nnc(Cc2ccccc2)n1CCOC
  0.0, 9, 0.2, 8
O=C(NNC1=Nc2ccccc2SC1)c1cccc([N+](=O)[O-])c1
  -0.3, 23, 0.7, 10
CC(O)C(NC(=O)[C@H](C)NC(=O)c1ccc(C(C)(C)C)cc1)C(=O)O (stereo not given in full)
  0.1, 7, -1.2, 9
CCOc1ccc(N2CC(C(=O)Nc3cc(C)ccn3)CC2=O)cc1 (stereo not given)
  0.2, 2, 2.0, 14
Cc1ccc(NS(=O)(=O)c2ccc(-n3cccn3)cc2)cc1C
  -0.1, 2, 3.3, 2
C[C@@H]1CC[C@H]2C(=O)NC[C@@H](O)CN2[C@H]1c1ccc(Br)cc1
  1.7, ·, -0.8, 1
O=C(NCC1CCCO1)C(Cc1ccccc1)NS(=O)(=O)c1ccc(F)cc1 (stereo not given)
  0.0, 6, -1.5, 3
c1ccc(CN2CCC(N3CCN(Cc4ccccn4)CC3)CC2)cc1
  0.7, 4, -1.9, 40
CC(=O)c1cccc(S(=O)(=O)N2CCCC(C)C2)c1 (stereo not given)
  -0.1, -1, -0.3, -8
Cn1cc(CC(=O)Nc2ccc3c(c2)OCCO3)c2ccccc21
  0.1, -16, 3.4, -1
CC1=C(C(=O)Nc2ccc(Cl)cc2)C(c2ccc(N(C)C)cc2)NC(=O)N1 (stereo not given)
  -0.1, 5, 0.7, -4
CCn1c(=O)cc(OCC(=O)NCc2ccccc2OC)c2ccccc21
  0.1, -3, -0.5, 0
CC1(C)NC(=O)N(CCCOc2ccc(OCc3ccccc3)cc2)C1=O
  0.6, -42, 0.5, 26
CCn1cc(NC(=O)N(C)CCO)c2ccccc21
  -0.3, -4, -0.4, -8
COc1ccc2c(c1)CCc1sc(/N=C/c3ccc(C)o3)nc1-2
  0.1, -13, -0.9, 19
Cn1c(SCC(=O)NNC(=O)c2ccco2)nnc1-c1ccccc1F
  0.0, 0, 0.2, 1
Cc1ccc([N+](=O)[O-])c(OCCN2CCCCCC2)c1
  -0.3, 2, 0.1, 30
CC1Oc2ccccc2N(CC(=O)c2ccc(F)cc2)C1=O (stereo not given)
  0.2, -2, -0.4, 16
O=C(NC1CCCCC1)C(F)(F)C(F)(F)C(=O)NC1CCCCC1
  0.0, -11, -1.8, -5
O=C(Nc1cc(C(=O)N2CCN(c3ccc([N+](=O)[O-])cc3)CC2)ccc1N1CC2CC(C1)c1cccc(=O)n1C2)c1ccc(F)cc1 (stereo not given)
  0.4, -2, -0.7, 15
Cn1nc2c(c1C(=O)N1CCCC(CNC(=O)c3ccco3)C1)CCCC2 (stereo not given)
  0.1, 8, 0.4, -5
CCCNC(=O)Nc1ccc2c(c1)N(CC)C(=O)c1ccccc1S2
  0.3, 3, -1.0, 7
COc1cccc(-c2ncnn2-c2sc3c(c2C#N)CCCCC3)c1OC
  0.1, 3, -1.9, 8

One compound at a time, as listed above.
Results for N[C@@H]1CC[C@@H](C(=O)Nc2cccc3cnccc23)C1 → FBW7 act: 0.2; TEAD-YAP block: 4; GPR151 ag: 0.7; MITF inh: 7
Results for Cc1cc(-c2cnc(N3CCCC(C)C3)nc2C2CCN(C(=O)C3CCCO3)CC2)on1 (stereo not given) → FBW7 act: -0.2; TEAD-YAP block: -31; GPR151 ag: 0.4; MITF inh: -5

Next section.
Every second line gives: FBW7 act, TEAD-YAP block, GPR151 ag, MITF inh
CCCCCC(=O)N/N=C/c1cccc(OC)c1O
  -0.3, -15, -0.5, 12
Cc1cc(C(=O)CSc2nnnn2-c2ccc(O)cc2)c(C)n1CC1CCCO1 (stereo not given)
  0.2, -46, 2.1, 20
COc1cc(OC)nc(Oc2ccccc2/C=N/OCC(=O)OC(C)(C)C)n1
  -0.1, 4, 0.4, -2
O=C(NCCSc1nnnn1-c1ccccc1)c1ccc(Cl)cc1
  0.0, -2, 0.8, 6
CCCNC(=O)C(CC)n1nc(C)c2sc3ccccc3c2c1=O (stereo not given)
  -0.1, -3, -0.1, -3
O=C(CCCN1CCC(NC(=O)c2ccccc2)CC1)c1ccc(Cl)cc1
  0.1, -9, 0.6, 11
COc1cc(/C=N/NC(=O)Cc2cccs2)cc(OC)c1O
  0.0, -14, 0.0, -3
COc1ccc(C2/C(=C(/O)c3ccc(F)cc3)C(=O)C(=O)N2CCCn2ccnc2)cc1 (stereo not given)
  -0.1, 8, -1.2, 10
Cc1ccc(CCNC(=O)C2CC(=O)N(CCc3ccc(C)cc3)C2)cc1 (stereo not given)
  0.1, -5, -1.1, -6
COC(=O)c1nc2nc(C)c([N+](=O)[O-])c(=O)n2[nH]1
  -0.1&-0.1, 1&4, -8.1&-7.3, -10&5
CCCc1cc2c(=O)c(-c3ccc4c(c3)OCO4)c(C)oc2cc1OC
  0.1, 5, -1.2, 5
CCOC(=O)N1CCC(N2CCc3nnc(CCNC(=O)C4CCCCC4)n3CC2)CC1
  0.3, 2, 1.1, 17
Cc1nc(N2CCC(C)CC2)c2c(C)c(C(=O)N(C)C3CCCCC3)sc2n1
  0.0, 3, 1.5, 0
COc1ccc(C(=O)Nc2ccc(S(=O)(=O)Nc3nccs3)cc2)cc1OC
  -0.1, 6, -0.5, -2
Cc1ccc(Cl)cc1N(CC(=O)Nc1ccccc1C(=O)N1CCCC1)S(C)(=O)=O
  -0.3, -17, -1.6, -21
O=C1C(c2ccccc2F)N(CCc2ccc(Cl)cc2)C(=O)CN1C1CCCCCC1 (stereo not given)
  0.1, 2, 0.1, -5
Cc1ccc(CC(=O)NCc2ccc(F)cc2)cc1
  1.0, 39*, 0.1, 8
CCOC(=O)c1cc(-c2ccc(OC)cc2)nc2ccc(Br)cc12
  0.0, -3, -0.4, 5
CCOC(=O)c1c(NC(=O)CSc2nnc(CNC(=O)c3cccc(F)c3)n2-c2cccc(C)c2C)sc2c1CCC2
  0.1, 1, 0.3, 4
CCc1ccccc1NC(=O)C(Cc1ccccc1)N1C(=O)c2ccccc2C1=O (stereo not given)
  0.1, -3, 0.1, -12
COc1cccc(C(=O)Nc2c(-c3ccc(C)cc3)nc3ncccn23)c1OC
  -0.2, 1, -0.5, -5
Cc1c(C(=O)NCCCN(C)C)cccc1[N+](=O)[O-]
  0.1, -3, -1.2, 9
CCOC(=O)C1(CCCc2ccccc2)CCN(C(=O)c2nonc2C)CC1
  0.1, 6, 2.0, -3
O=S(=O)(c1ccccc1)N1N=C(c2ccc(Cl)cc2)CC1c1ccccc1Cl (stereo not given)
  0.2, -8, 1.7, -7
CC(=O)Nc1c(C(=O)O)oc2ccccc12
  0.0, -39, -0.1, 6
C/C(=N\NC(=O)C(C)n1nnc2ccccc21)c1ccc(Br)cc1 (stereo not given)
  0.2, 6, 1.0, 6
O=C(CSc1nc(NC2CCCCC2)c2ccccc2n1)c1ccc(Cl)cc1
  0.0, -2, 1.1, 1
Cc1cccc(NC(=O)CCC2CCN(C(=O)c3cccnc3)CC2)c1
  0.7, -5, 0.4, 11
O=C(NN1C(=O)CSC1=S)c1ccccc1[N+](=O)[O-]
  -0.1, 8, 2.6, 1
COc1ccc(CSc2nnc(Cc3cccs3)n2C)cc1
  -0.2, -1, 0.1, 19

Random excerpt: 3 entries already listed
Every second line gives: FBW7 act, TEAD-YAP block, GPR151 ag, MITF inh
Cc1ccc(Cl)cc1N(CC(=O)Nc1ccccc1C(=O)N1CCCC1)S(C)(=O)=O
  -0.3, -17, -1.6, -21
CCOC(=O)c1cc(-c2ccc(OC)cc2)nc2ccc(Br)cc12
  0.0, -3, -0.4, 5
CCCCCC(=O)N/N=C/c1cccc(OC)c1O
  -0.3, -15, -0.5, 12

Taken from above:
Reading of `O=C(NN1C(=O)CSC1=S)c1ccccc1[N+](=O)[O-]` under TEAD-YAP block: 8
Reading of `COc1ccc(C(=O)Nc2ccc(S(=O)(=O)Nc3nccs3)cc2)cc1OC` under GPR151 ag: -0.5
Reading of `COc1cccc(C(=O)Nc2c(-c3ccc(C)cc3)nc3ncccn23)c1OC` under GPR151 ag: -0.5

The listing continues:
Every second line gives: FBW7 act, TEAD-YAP block, GPR151 ag, MITF inh
COC(=O)c1cc2ccsc2n1Cc1ccccc1
  -0.1, -15, 0.9, 9
CC1CCC2C(=O)N(c3ccc(OC(=O)c4ccccc4Br)cc3)C(=O)C2C1 (stereo not given)
  0.1, 1, -0.9, 5
Cc1nc2ccc(NC(=O)C(F)(F)F)cc2s1
  0.0, -6, -1.2, -4
O=C(NCc1ccc2c(c1)OCO2)C1CC(=O)N(c2ccc(O)cc2)C1 (stereo not given)
  -0.1, 0, -0.8, 1
N#Cc1cc2cc3c(cc2nc1N1CCN(Cc2cccnc2)CC1)OCO3
  0.8, -2, 0.5, 14
COc1ccc(NC(=O)C/C(C)=N/NC(=O)C(=O)Nc2ccccn2)cc1
  0.0, -37, -1.7, 12
Cc1ccccc1NC(=O)CSc1ncnc2ccccc12
  -0.1, -5, -1.7, 3
COc1ccc(NC(=O)c2sc3ncnc(N4CCN(c5ccccc5OC)CC4)c3c2C)cc1OC
  0.1, 5, -0.4, -1
COc1ccccc1C(=O)Nc1ccnn1C1CCN(C/C=C/c2ccccc2)CC1
  0.0, 3, 1.5, 3

Screens deposited in PubChem by The Scripps Research Institute Molecular Screening Center.
